Screening data as filed in PubChem BioAssay.
Nrf2 activator: activators of Nrf2 (ARE) signaling; AREc32 ARE-luciferase reporter (MCF7-derived line), luminescence, 24 h; Potency, µM (top dose mostly 46.1 µM), for inactives: top-dose activation, actives largely listed as activators; 410,000 tested, 0.31% active; AID 624171; note: potency is the fitted concentration of half-maximal effect; % of control where 0% means no effect; nearly all actives have a fitted effect of over 65% in size
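Steps: seed AREc32_Fluc cells (1000/well, 5% FBS OPTI-MEM); incubate overnight at 37 deg C; add 23 nL compound; incubate 24 hr; add Steady-Glo; hold 30 min RT; read luminescence.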
Nrf2 block: Nrf2 pathway inhibition; A549 ARE-Fluc reporter, luciferase luminescence, 18-24 h; 360,000 tested, 2.1% active; Potency, µM (series often up to 46 µM), for inactives: at the top dose activity change, negative = inhibition, most hits filed as inhibitors; AID 504444; note: potency is the fitted concentration of half-maximal effect; % is set by controls: 0 for no effect and ±100 for the full control effect; nearly all actives have a fitted effect of over 60% in size
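Concentration-response testing used A549 ARE_Fluc cells at 5000 cells/well. Following an 18-24 h compound incubation, viability was read by fluorescence (Ex 405/Em 525) and luciferase output by luminescence.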
pAkt inh: Akt phosphorylation inhibition. Neuro2A IGF-stimulated pAkt S473 HTRF, 20 min; hits give low values. activity change, % for hits at 50 µM. 360,000 tested, 0.32% active; in the data active = activity change below about -80%; inconclusive = mostly about -51% to -80%; note: % is set by controls: 0 for no effect and ±100 for the full control effect
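Neuro2A cells in DMEM with 0.5% FBS, overnight at 37 deg C, given compound at single 50 µM final, then IGF (6 nM final) for 20 min at 37 deg C. Lysed; phospho-Akt Ser473 by HTRF after 24 h, 665/615 ratio.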
CCT modulator: cytosolic chaperonin activity modulation | AID 651819 | activity change, % (test concentration not listed), hits read low | purified chaperonin ATPase assay, HTRF ADP detection, 30 min | 360,000 tested, 0.3% active; in the data active = activity change below about -30%; note: % is set by controls: 0 for no effect and ±100 for the full control effect
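ATPase activity: ADP formed was measured by HTRF Transcreener (665/615 nm ratio) after 30 min at 37 deg C with 10 uM ATP. Compounds screened at one 76 uM concentration against 40 or 20 nM TRiC in Tris pH 7.4/KCl/MgCl2/DTT buffer.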
HepG2 viability: kills HepG2 cells in TGF-b inhibitor counter-screen; Potency, µM (series often up to 46.1 µM), for inactives: top-dose activity change, negative = cytotoxicity, hits mostly cytotoxic; HepG2 CAGA-GFP viability, ATP luminescence, 18 h; 410,000 tested, 0.76% active; note: potency is the fitted concentration of half-maximal effect; some results filed as inactive show a strong effect at the top dose
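CellTiter-Glo luminescence gave cytotoxicity after 18 hours at 37 degrees C. The cells were HepG2 CAGA-GFP in 1% FBS DMEM, stimulated with 500 pg/mL TGF-beta after compound addition. %Activity was normalised to no-cell wells (complete cell-killing) and DMSO (no toxicity), and curves were fitted and classified.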
TGFb inhibitor: TGF-b pathway inhibition | Potency, µM (titrated, usually from 46.1 µM), for inactives: at the top dose activity, negative = inhibition, most hits filed as inhibitors | 410,000 tested, 1.2% active | AID 588855 | HepG2 CAGA-GFP TGF-b/SMAD3 reporter, GFP fluorescence, 18 h; TGF-beta stimulated, 500 pg/mL final; note: potency is the fitted concentration of half-maximal effect; % is set by controls: 0 for no effect and ±100 for the full control effect; nearly all actives have a fitted effect of over 65% in size
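Inhibition of TGF-beta-driven CAGA-GFP reporter expression in HEPG2 cells is measured by cellular GFP fluorescence after 18 h stimulation with 500 pg/mL recombinant TGF-beta in 1% FBS medium at 37 degrees C.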
A549 tox: A549 cytotoxicity, counter-screen for Nrf2 inhibitors; A549 ARE-Fluc cells, CellTiter-Fluor viability, 18-24 h; 390,000 tested, 0.16% active; Potency, µM (top dose mostly 46 µM), without a hit: at the highest dose activity change, negative = cytotoxicity, actives largely listed as inhibitors; AID 504648; note: potency is the fitted concentration of half-maximal effect; % is set by controls: 0 for no effect and ±100 for the full control effect
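A549 ARE-Fluc cells in 5% FBS OPTI-MEM, 5000 cells/well, rested 2 h then exposed to compounds in concentration-response for 18-24 h at 37 °C. Viability by CellTiter-Fluor fluorescence (Ex 405/Em 525) after 30 min; luciferase luminescence (BugLite, 15 min, RT) read afterwards.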
Abeta yeast res: restores growth of yeast expressing A-beta42 peptide; yeast expressing A-beta42, growth rescue, OD600, 48 h; response scale: 0% DMSO, 100% iron-clioquinol control; Potency, µM (doses to about 46.1 µM), for the others: at the highest dose growth rescue, hits mostly activators; 410,000 tested, 0.063% active; AID 1347071; note: potency is the fitted concentration of half-maximal effect; nearly all actives have a fitted effect of over 55% in size
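Yeast A-beta toxicity model in growth medium with pinned compounds, 48 h at 30 C; growth read as absorbance at 600 nm. Normalized to FeCl3/clioquinol equimolar mix (positive) and DMSO (negative).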
Mm-Cpn inhibitor: M. maripaludis TRiC chaperonin inhibition | purified Mm-Cpn ATPase, ADP Transcreener TR-FRET | 330,000 tested, 0.031% active | Potency, µM (series often up to 76.9 µM), for inactives: at the top dose activity, negative = inhibition, actives largely listed as inhibitors | AID 504842; note: potency is the fitted concentration of half-maximal effect; % is set by controls: 0 for no effect and ±100 for the full control effect; nearly all actives have a fitted effect of over 80% in size
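Eu-cryptate anti-ADP/ADP-d2 competition gives a ratio inversely related to ADP. Enzyme at 25 nM was pre-exposed to compound for 10 min, then given 10 uM ATP for 30 min, 37°C throughout.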
* marks the source's active call; other numbers are inactive results; i = inactive; ? = inconclusive; / = no result given; [ ] = dose if it differs, or a comment. Unless noted, calls come from the whole dose curve; as a rule, active = well fitted curve in the direction sought with a large enough effect; inconclusive = small, poorly fitted or top-dose-only effect, or another doubt; inactive = no such curve, though single readings can be large; an effect the other way counts as inactive or inconclusive. No enrichment for hits. Share with any hit: about 4.3%.

SMILES | Nrf2 activator | Nrf2 block | pAkt inh | CCT modulator | HepG2 viability | TGFb inhibitor | A549 tox | Abeta yeast res | Mm-Cpn inhibitor
COc1ccc(-c2cc(-c3nnc(COC(=O)CC4CC5CCC4C5)o3)c3ccccc3n2)cc1OC (stereo not given) | 3.4% | 0% | i | -0.8 | -22% | -25% | 5% | 13% | -4%
O=C(CN1CCN(CC(=O)c2ccc(F)cc2)CC1)Nc1ccccc1Cl | 0.2% | / | i | 6.6 | 2% | 0% | -2% | 18% | -2%
COc1ccc(-c2cc(C(=O)n3cnc4ccccc43)c3ccccc3n2)cc1 | 4.3% | / | i | -12 | -27% | 8% | 4% | -4% | -10%
COc1nc(N(C)C)nc(N(C#N)S(=O)(=O)c2ccc(C)cc2)n1 | 0.5% | 1% | i | -0.3 | -4% | -2% | 2% | 17% | 0%
CN(Cc1ccccc1)C(=O)c1ccc(NC(=O)Cc2ccc(NC(=O)C3CCCN(C(=O)C4CCC4)C3)cc2)cc1 (stereo not given) | 3.6% | ? | i | -2.4 | 6% | -4% | -2% | 5% | /
Cc1cnc(C(=O)OCC(=O)Nc2cccc(S(=O)(=O)N3CCCCC3)c2)cn1 | -0.3% | 8% | i | 2.4 | 9% | 0% | -1% | -25% | -1%
O=C(O)/C(=C\c1ccccc1)c1ccc2ccccc2c1 | -0.8% | 1% | i | -17 | -15% | -28% | 3% | -74%[inhibitor] | /
CCOc1ccc(C2C3=C(CC(C)(C)CC3=O)N(CCCOC)C3=C2C(=O)CC(C)(C)C3)cc1OC | -2.9% | / | i | 0.2 | 0% | -10% | / | 4% | /
CC1=NNC(=O)C1C(c1cccc(O)c1)C(C#N)C#N (stereo not given) | 0.1% | 2% | i | 0.1 | 13% | 1% | 2% | 4% | -23%
CN(C)c1ccc(C(=O)OCC(=O)N2CCCC2)cc1 | 0.6% | 20% | i | 0.3 | -21% | -4% | 12% | -6% | 1%

The final three compounds of the section above open the next one.
SMILES | Nrf2 activator | Nrf2 block | pAkt inh | CCT modulator | HepG2 viability | TGFb inhibitor | A549 tox | Abeta yeast res | Mm-Cpn inhibitor
CCOc1ccc(C2C3=C(CC(C)(C)CC3=O)N(CCCOC)C3=C2C(=O)CC(C)(C)C3)cc1OC | -2.9% | / | i | 0.2 | 0% | -10% | / | 4% | /
CC1=NNC(=O)C1C(c1cccc(O)c1)C(C#N)C#N (stereo not given) | 0.1% | 2% | i | 0.1 | 13% | 1% | 2% | 4% | -23%
CN(C)c1ccc(C(=O)OCC(=O)N2CCCC2)cc1 | 0.6% | 20% | i | 0.3 | -21% | -4% | 12% | -6% | 1%
CCN(Cc1ccccc1)Cc1nc(CCc2ccccc2)no1 | -0.1% | 21% | i | -1.0 | 4% | 3% | 0% | / | 1%
Cc1cc2[nH]c(=O)c(=O)[nH]c2cc1S(=O)(=O)NC1CCC(C)CC1 (stereo not given) | 0.0% | 7% | i | 0.0 | 4% | 4% | 2% | -1% | 2%
Cc1ccc(N(CC(=O)NCCSCc2ccco2)S(=O)(=O)c2ccc(C)cc2)cc1 | 3.8% | ? | i | -2.0 | -16% | 15% | 3% | 19% | -7%
CC1=C(C(=O)NCCN2CCOCC2)C2(CCC(C)CC2)OC1=O (stereo not given) | -0.3% | -2% | i | -1.6 | 3% | -5% | -6% | 5% | 0%
O=C(Cn1ncc2c1-c1ccccc1OC2)N(Cc1ccco1)C1CCCCC1 | 3.3% | -18% | i | -1.8 | -17% | -23% | 5% | 0% | 1%
CC(Oc1ccccc1)C(=O)N1CCN(c2ncccn2)CC1 (stereo not given) | -0.7% | 4% | i | 1.6 | -4% | -1% | 2% | 0% | 0%
COC(=O)c1ccc(NC(=O)Nc2ccc(OC)c(OC)c2)cc1 | -0.4% | -11% | i | -4.2 | -3% | 5% | -4% | 7% | 0%
COc1ccc(S(=O)(=O)N2CCN(C(=O)CCOc3ccccc3)CC2)cc1OC | 0.2% | ? | i | 1.4 | -16% | -1% | -2% | -4% | -13%
CCc1nnc(NC(=O)c2ccc(N(C)S(=O)(=O)c3ccccc3)cc2)s1 | 0.0% | / | / | -2.9 | 2% | -16% | 0% | -12% | -3%
COc1ccccc1/C=C(\NC(=O)c1cccc(C)c1)C(=O)Nc1ccccn1 | -0.3% | 13% | i | -6.4 | 1% | 14% | -10% | -10% | -1%

Fetched one by one from the list above, 2 records:
SMILES | Nrf2 activator | Nrf2 block | pAkt inh | CCT modulator | HepG2 viability | TGFb inhibitor | A549 tox | Abeta yeast res | Mm-Cpn inhibitor
COc1ccc(S(=O)(=O)N2CCN(C(=O)CCOc3ccccc3)CC2)cc1OC | 0.2% | ? | i | 1.4 | -16% | -1% | -2% | -4% | -13%
Cc1cc2[nH]c(=O)c(=O)[nH]c2cc1S(=O)(=O)NC1CCC(C)CC1 (stereo not given) | 0.0% | 7% | i | 0.0 | 4% | 4% | 2% | -1% | 2%

Next section.
SMILES | Nrf2 activator | Nrf2 block | pAkt inh | CCT modulator | HepG2 viability | TGFb inhibitor | A549 tox | Abeta yeast res | Mm-Cpn inhibitor
C/C(=N\OC(=O)NC1CCCCC1)c1sc(-c2ccccc2)nc1C | 2.4% | ? | / | -4.3 | -47% | 0% | -29% | 8% | -1%
O=C(COC(=O)C1=COCCO1)Nc1ccccc1Oc1ccccc1 | -0.3% | 6% | / | -2.7 | -12% | 6% | 0% | 15% | 0%
COc1ccc(-c2nnc(NC(=O)CS(=O)(=O)c3ccc(F)cc3)o2)c(OC)c1 | -0.4% | 3% | i | 0.2 | 11% | 6% | -4% | 2% | 0%
CC1CCCCC1NC(=O)c1cc(S(=O)(=O)N2CCOCC2)ccc1Cl (stereo not given) | -0.7% | -8% | i | -0.2 | -8% | -4% | 4% | 8% | -4%
O=C(COc1ccc2ccc(=O)oc2c1)Nc1cccnc1 | 0.8% | 6% | / | -0.3 | -4% | -9% | 0% | 5% | 1%
CCN1C(N(C)C)=NC[C@@H]1Cc1ccccc1 | -0.6% | 4% | i | -0.4 | 1% | ? | -2% | 2% | 1%
COc1ccc(-c2cc(=O)oc3cc(OCC(=O)N[C@@H](Cc4c[nH]c5ccccc45)C(=O)O)ccc23)cc1 | -0.6% | 2% | i | -0.2 | -3% | -1% | 15% | -7% | 2%
Cc1ccc(S(=O)(=O)Nc2cc(C)nn2-c2ccccc2)cc1 | 2.2% | 14% | i | 1.3 | -6% | 1% | -5% | 0% | 0%
COc1ccccc1NC(=O)CCCCCN1C(=O)c2cccc([N+](=O)[O-])c2C1=O | 3.3% | -11% | i | -1.4 | -32% | 4% | -20% | -3% | 1%
O=C(O)c1cc2c(cc1NC(=O)C1CCCC1)OCCO2 | 0.4% | 6% | i | 0.3 | 13% | 37%[activator] | 0% | -19% | -1%
FC(F)(F)c1ccc(-c2cccc3c2C2CC3CCN2Cc2ccc3c(c2)OCO3)cc1 (stereo not given) | -1.2% | / | i | 0.1 | -23% | -18% | / | -6% | /
Cc1cccc(NC(=S)NNC(=O)c2csc(C)c2)c1 | 4.8% | 13% | i | -3.5 | -31% | ? | 0% | 5% | 0%
O=C(NN=Cc1ccc2c(c1)OCO2)c1ccccc1 | -0.3% | ? | i | -1.2 | -32% | -3% | 5% | -16% | /
CCC(CO)N=CC1=C(O)CC(C)(C)CC1=O (stereo not given) | 0.3% | / | i | 2.6 | 1% | 8% | -1% | 6% | 1%
Cn1cccc1/C=C1\CCc2ccccc2C1=O | ? | ? | i | -1.9 | -56% | -8% | 3% | -18% | -1%
O=C1C(=O)N(CCN2CCOCC2)C(c2ccccc2F)/C1=C(\O)c1ccc(S(=O)(=O)N2CCOCC2)cc1 (stereo not given) | -0.8% | -4% | i | -2.9 | -35% | -4% | -5% | -15% | 0%
O=C(NN=C1CCCCCCCCCCC1)c1cccnc1 | 0.3% | 8% | i | 0.9 | -20% | 17% | -1% | -4% | 2%
O=C(c1cc(-c2cccnc2)nc2ccccc12)N1CCCc2ccccc21 | -0.5% | -30% | i | 1.4 | 0% | -13% | ? | 0% | 2%
CCOC(=O)c1nc(-c2ccc(OC)c(OC)c2)no1 | -0.8% | -3% | i | -1.1 | -3% | 0% | 1% | 4% | -5%
COc1ccccc1C(=O)Nc1c(C(=O)NC(C)(C)C)oc2ccccc12 | -0.6% | 13% | / | / | -18% | / | 4% | -6% | /

Copied from the list:
For Abeta yeast res, CCN1C(N(C)C)=NC[C@@H]1Cc1ccccc1 is listed with 2%
For A549 tox, O=C(O)/C(=C\c1ccccc1)c1ccc2ccccc2c1 is listed with 3%

(more compounds)
SMILES | Nrf2 activator | Nrf2 block | pAkt inh | CCT modulator | HepG2 viability | TGFb inhibitor | A549 tox | Abeta yeast res | Mm-Cpn inhibitor
CC(NS(=O)(=O)c1ccc2c(c1)OCCCO2)C(=O)O (stereo not given) | 0.0%[9.22 µM] | -8% | i | -1.6 | -2% | 1% | 2% | 18% | 0%
O=C(Nc1ccc(S(=O)(=O)N2CCOCC2)cc1)c1ccco1 | 0.1% | 5% | i | 0.9 | -1% | -6% | 1% | 19% | 1%
Cn1cccc1CC(=O)N/N=C\c1c2ccccc2cc2ccccc12 | 9.4% | ? | i | 1.2 | -25% | -14% | -12% | -14% | -2%
CC(=O)C1=C(O)C(=O)N(c2nccs2)C1c1ccccc1 (stereo not given) | -0.9% | / | i | -0.9 | 17% | 1% | -3% | -9% | -11%
CC(=O)Nc1ccc(S(=O)(=O)N(CC(=O)Nc2cc(C)on2)Cc2ccc(F)cc2)cc1 | 0.3% | ? | i | -0.6 | 6% | -3% | ? | 9% | -4%
